PKM2 activator: qHTS Assay for Activators of Human Muscle isoform 2 Pyruvate Kinase; Pyruvate kinase PKM (Homo sapiens), P14618; purified PKM2, Kinase-Glo ATP luminescence, activation; response scale: 0% is enzyme alone, no compound; Potency, µM (series often up to 57.5 µM), without a hit: at the top dose activation, hits mostly activators; 260,000 compounds, 0.34% hits; note: potency is the fitted concentration of half-maximal effect; % is set by controls: 0 for no effect and ±100 for the full control effect; nearly all actives have a fitted effect of over 55% in size
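hPK-M2, >95% pure; 0.1 mM ADP / 0.5 mM PEP final; imidazole pH7.2 buffer w/ 7 mM MgCl2, 50 mM KCl; 1 h RT; Kinase-Glo lum. Intermediate enzyme activity for dual inhibitor/activator qHTS.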
Mito fusion act: qHTS Assay for Small Molecule Inhibitors of Mitochondrial Division or Activators of Mitochondrial Fusion; S. cerevisiae fusion-defective mutant growth rescue, CellTiterGlo 48 h; Potency, µM (series often up to 46.1 µM), inactives show at the top dose growth rescue (activation), most hits filed as activators; 320,000 compounds, 0.23% hits; AID 485298, 2010;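 note: potency is the fitted concentration of half-maximal effect; % of control where 0% means no effect; nearly all actives have a fitted effect of over 45% in size; temperature-sensitive fusion mutants such as fzo1-1 at 37 °C on non-fermentable ethanol glycerol medium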
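Yeast fusion mutant, YPEG (non-fermentable carbon), compound, 48 h at 37C non-permissive; CellTiterGlo added, 10 min RT, luminescence read. Rescued growth = division inhibition.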
Menin MLL FP TR: qHTS Assay for Inhibitors Targeting the Menin-MLL Interaction in MLL Related Leukemias: Competition With Texas Red Labeled MLL-derived Mutant Peptide; O00255; Menin + Texas Red MLL mutant peptide, fluorescence polarization; Potency, µM (highest dose often 61.6 µM), for the others: at the top dose FP activity change, negative = inhibition, usual class: inhibitors; 270,000 compounds, 0.23% hits; active = well fitted inhibition curve with a large enough effect in the polarisation, with a control signal flat, not every such curve was filed as active; inconclusive = small, poorly fitted or top-dose-only effect, or effect the other way, or a change in a side signal; inactive = no such curve, though single readings can be large or run the other way; the % refers to the polarisation; note: potency is the fitted concentration of half-maximal effect; % of control where 0% means no effect; many of its hits are not listed in these tables
Target sequence (O00255 whole entry, looked up): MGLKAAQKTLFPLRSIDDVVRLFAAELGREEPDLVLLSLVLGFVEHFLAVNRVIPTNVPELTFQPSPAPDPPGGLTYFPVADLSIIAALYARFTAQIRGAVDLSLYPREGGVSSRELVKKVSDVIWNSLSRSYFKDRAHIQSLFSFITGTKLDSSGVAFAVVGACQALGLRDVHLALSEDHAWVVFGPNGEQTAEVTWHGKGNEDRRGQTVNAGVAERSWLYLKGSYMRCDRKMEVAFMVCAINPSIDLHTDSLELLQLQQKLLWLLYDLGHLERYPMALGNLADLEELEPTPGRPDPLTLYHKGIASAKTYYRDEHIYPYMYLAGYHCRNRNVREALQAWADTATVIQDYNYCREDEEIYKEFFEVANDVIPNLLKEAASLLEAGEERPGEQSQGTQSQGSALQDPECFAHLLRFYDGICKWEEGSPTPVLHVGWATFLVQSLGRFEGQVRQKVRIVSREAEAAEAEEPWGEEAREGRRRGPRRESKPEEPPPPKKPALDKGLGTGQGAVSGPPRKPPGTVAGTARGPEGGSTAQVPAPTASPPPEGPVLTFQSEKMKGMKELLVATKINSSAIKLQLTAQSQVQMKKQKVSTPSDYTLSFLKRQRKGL
VP16 counter: VP16 counterscreen qHTS for inhibitors of ROR gamma transcriptional activity; Drosophila S2 Gal4-VP16 UAS-luciferase, luminescence, 20 h; Potency, µM (series often up to 53.6 µM), without a hit: top-dose activity, negative = inhibition, usual class: inhibitors; 310,000 compounds, 3.5% hits; AID 2546, 2010;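 note: Gal4-VP16 expression switched on by copper sulfate through the metallothionein promoter; potency is the fitted concentration of half-maximal effect; % is set by controls: 0 for no effect and ±100 for the full control effect; nearly all actives have a fitted effect of over 50% in size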
NPC1 prom act: qHTS Assay for NPC1 Promoter Activators | Huh7 NPC1 promoter luciferase reporter, 24 h | Potency, µM (doses to about 9.22 µM), for the others: at the highest dose activation, hits mostly activators | 320,000 compounds, 2.4% hits;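 note: potency is the fitted concentration of half-maximal effect; % of control where 0% means no effect; nearly all actives have a fitted effect of over 60% in size; reporter is driven by a mutant NPC1 promoter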
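Luciferase expression driven by the NPC1 promoter was measured in stably transfected Huh7 cells after a 24 h compound incubation, using a luciferase reagent and a luminescence read.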
Rab9 promoter act: qHTS Assay for Rab9 Promoter Activators. Huh7 Rab9 promoter-luciferase reporter, luminescence, 24 h. Potency, µM (series often up to 9.22 µM), inactives show at the highest dose activation, negative = inhibition, actives largely listed as activators. 320,000 compounds, 2.8% hits. AID 485297, 2010; note: potency is the fitted concentration of half-maximal effect; % of control where 0% means no effect; nearly all actives have a fitted effect of over 60% in size
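Luciferase signal after 10 min detection reagent at ambient indicates Rab9 promoter upregulation; stably transfected Huh7 cells were treated 24 h with compound in DMSO at 37 °C, 5% CO2.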
RORgamma inh: qHTS for inhibitors of ROR gamma transcriptional activity; Drosophila S2 Gal4-RORgamma UAS-luciferase reporter, 20 h; Potency, µM (highest dose often 53.6 µM), inactives show at the highest dose activity change, negative = inhibition, actives largely listed as inhibitors; 310,000 compounds, 5.4% hits; AID 2551, 2010; note: potency is the fitted concentration of half-maximal effect; % is set by controls: 0 for no effect and ±100 for the full control effect; nearly all actives have a fitted effect of over 60% in size
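Schneider cells (Drosophila), stable Gal4 DBD–ROR gamma + UAS-luc; 1 hr cmpd preincubation; Cu2+ induction 700 uM final; 20 hr ambient; luminescence.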
ELG1 repair inh: qHTS screen for small molecules that inhibit ELG1-dependent DNA repair in human embryonic kidney (HEK293T) cells expressing luciferase-tagged ELG1. AID 504467, 2011. Potency, µM (top dose mostly 46.1 µM), inactives show top-dose activity change, negative = inhibition, actives largely listed as inhibitors. HEK293T ELG1-luciferase reporter, luminescence, 16 h; DNA damage induced by 5-fluorouridine. 330,000 compounds, 2.3% hits; note: potency is the fitted concentration of half-maximal effect; % is set by controls: 0 for no effect and ±100 for the full control effect; nearly all actives have a fitted effect of over 55% in size
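Luminescence from the luciferase reporter, measured 30 min after ONE-Glo reagent at room temperature, was the read-out. Beforehand, 2,000 cells per well were exposed for 16 hr at 37 °C to 5-fluorouridine together with compound or vehicle.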
KCNH2 3.1 inh: qHTS for Inhibitors of KCHN2 3.1: Mutant qHTS; Potassium voltage-gated channel subfamily H member 2, brain isoform KCNH2 3.1 (human); U2OS KCNH2 3.1, thallium flux FluxOr; stronger effect = lower value; activity change, % (tested at about 1.8 µM); 340,000 compounds, 0.95% hits; AID 720553, 2013;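 active = maximum activity change below -70%; inconclusive = maximum activity change from -70% to -50%; inactive = maximum activity change above -50%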;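 note: thallium influx rate constant from kinetic fluorescence after stimulation buffer; % is set by controls: 0 for no effect and ±100 for the full control effect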
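Kinetic fluorescence (2 min after stimulation buffer) measures Tl+ influx through KCNH2 3.1 expressed by viral transduction in U2OS cells; the rate constant is normalized against DMSO controls serving as positive and negative references.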
MBNL1-CUG inh: qHTS Assay for Inhibitors of MBNL1-poly(CUG) RNA binding. Muscleblind-like protein 1 (Homo sapiens), Q9NR56. TR-FRET MBNL1-His/biotin-(CUG)12 binding, 665/545 ratio. Potency, µM (series often up to 57.5 µM), for inactives: at the highest dose activity change, negative = inhibition, most hits filed as inhibitors. 280,000 compounds, 0.036% hits. AID 2675, 2010; active = well fitted inhibition curve with a large enough effect in the signal ratio, with a control signal flat, not every such curve was filed as active; inconclusive = small, poorly fitted or top-dose-only effect, or effect the other way, or a change in a side signal; inactive = no such curve, though single readings can be large or run the other way; the % refers to the signal ratio; note: potency is the fitted concentration of half-maximal effect; % is set by controls: 0 for no effect and ±100 for the full control effect
Target sequence (Q9NR56 whole entry, looked up): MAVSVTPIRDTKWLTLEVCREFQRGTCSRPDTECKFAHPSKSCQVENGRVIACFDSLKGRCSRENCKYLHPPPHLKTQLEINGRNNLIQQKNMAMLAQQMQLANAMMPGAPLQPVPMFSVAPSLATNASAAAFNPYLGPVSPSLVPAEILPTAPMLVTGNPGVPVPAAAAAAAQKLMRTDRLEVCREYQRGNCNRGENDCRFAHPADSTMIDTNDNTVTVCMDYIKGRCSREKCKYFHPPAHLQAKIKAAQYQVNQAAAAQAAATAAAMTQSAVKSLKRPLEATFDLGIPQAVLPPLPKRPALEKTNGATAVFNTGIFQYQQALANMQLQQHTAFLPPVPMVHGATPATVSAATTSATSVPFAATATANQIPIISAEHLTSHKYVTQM
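Compounds (final 92 nM to 58 uM) are added to His-tagged MBNL1 and biotin-(CUG)12, then terbium anti-His antibody and streptavidin-XL665 (5 nM final). After 60 min at room temperature, the 665/545 nm ratio is read.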
FLuc modulator: qHTS profiling assay for firefly luciferase inhibitor/activator using purifed enzyme and Km concentrations of substrates (counterscreen for miR-21 project) | Luciferin 4-monooxygenase (Photinus pyralis), P08659 | purified FLuc, Km substrates, luminescence inhibition | Potency, µM (highest dose often 57.5 µM), inactives show at the top dose activity change, negative = inhibition, actives largely listed as inhibitors | 360,000 compounds, 6.9% hits;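 note: potency is the fitted concentration of half-maximal effect; plate controls were vehicle for no effect and reference inhibitor for full effect; nearly all actives have a fitted effect of over 55% in size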
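Purified P. pyralis luciferase (10nM final) with 10uM D-luciferin and 10uM ATP (Km levels) in 50mM Tris acetate pH 7.5, 10mM Mg acetate, 0.01% Tween-20, 0.05% BSA; qHTS 6-point titration, ~60 µM downward; luminescence read.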
Active calls of the source: *; u = inconclusive; x = not tested or not shown; & = joins results of further samples; [ ] = dose if it differs, or a comment. Unless noted, calls come from the whole dose curve; as a rule, active = well fitted curve in the direction sought with a large enough effect; inconclusive = small, poorly fitted or top-dose-only effect, or another doubt; inactive = no such curve, though single readings can be large; an effect the other way counts as inactive or inconclusive.

SMILES	PKM2 activator	Mito fusion act	Menin MLL FP TR	VP16 counter	NPC1 prom act	Rab9 promoter act	RORgamma inh	ELG1 repair inh	KCNH2 3.1 inh	MBNL1-CUG inh	FLuc modulator
Cc1csc(NC(=O)CSc2nnc(-c3ccc(Cl)cc3)n2N)n1	0%	-2%	1%	-3%	1%	1%	14%	0%	-20	1%	-18%
CNc1nnc(-c2cc3cc(Cl)ccc3oc2=O)s1	9%	3%	7%	5%	u	u	19%	u	-4	u	u
Cc1cc(C(=O)OCC(=O)NC2CC2)c2ccccc2n1	x	2%	x	x	2%	9%	x	7%	-8	x	-4%
Cc1ccc(OCCn2c(NC(=O)c3ccco3)nc3ccccc32)cc1	-2%	-1%	u	2µM*	1%	3%	1.6µM*	-22%	-23	1%	3%
COC(=O)c1ccc(C(C(=O)NC2CCCCC2)N(C(=O)Cc2cccs2)C2CC2)cc1 (stereo unspecified)	2%	3%	u	-13%	-3%	1%	21%	-6%	-6	2%	7%
COc1cc(CN2CCN(c3ccccc3F)CC2)c([N+](=O)[O-])cc1OC	1%	2%	14%	-6%	0%	-1%	-13%	-11%	11	u	5%
CCCCN(CC)CCNC(=O)c1cc2c(=O)n(CC)c3ccccc3c2s1	x	4%	u	-2%	-8%	-8%[1.84 µM]	5%	u	10	2%	1%&3%
CCCNC(=O)c1cc(S(=O)(=O)N2CCCCC2)ccc1N1CCOCC1	x	-3%	x	x	-2%	-4%	x	-3%	11	x	3%
Cc1ccc(C)c(NC(=O)CN(C)C(=O)c2cc(S(=O)(=O)N3CCOCC3)ccc2N2CCCC2)c1	-8%	-3%	x	5%	13%	5%	-22%	7%	1	2%	-3%
CCc1ccc2c(c1)C(=O)C[C@]1(CCC[C@H](C)C1)O2	x	-5%	x	x	-1%	0%	x	-3%	5	x	-2%
CCCCCCCC(=O)Nc1cc(C(=O)NCCC)ccc1N1CCC2(CC1)CC(c1cccc(Br)c1)=NO2	x	4%	x	x	-4%	2%	x	-4%	u	x	-1%
O=C(C1CC1)n1cc(C(=S)N2CCOCC2)c2ccccc21	-1%	-1%	2%	5%	4%	2%	-32%	-8%	-3	0%	-1%
O=S(=O)(Nc1ncnc2sc3c(c12)CCC3)c1ccc(Cl)s1	-5%	24%	u	6%	2%	-8%	16%	0%	-4	-16%	1%
O=C(NCc1ccccc1)c1onc(CSc2nc3ccccc3[nH]2)c1C(=O)NCc1ccccc1	13%	-3%	20%	0%	1%	-3%	7%	u	-23	-6%	2%
Cc1csc(=O)n1CCC(=O)OCC(=O)Nc1ccc(S(N)(=O)=O)cc1	x	7%	x	x	-6%	10%	x	u	-16	x	4%
CSCCC(C(=O)OCC(=O)c1ccc(C)c(C)c1)N1C(=O)c2cc(Cl)c(Cl)cc2C1=O (stereo unspecified)	-3%	4%	x	1%	2%	-2%	6%	-14%	1	-9%	-1%
COc1ccccc1NC(=O)C(C)NS(=O)(=O)c1ccc(Cl)cc1 (stereo unspecified)	-3%	7%	-8%	2%	-1%	-5%	-3%	-9%	-4	-2%	3%
Cc1ccc(OCC(=O)NNc2c3ccccc3nc3ccccc23)cc1	11%	16%	u	13µM*	-19%	-18%	10µM*	u	-12	x	-11%
COC(=O)c1sccc1NN1C(=O)c2ccccc2C1=O	2%	-3%	x	-1%	-2%	2%	-12%	-6%	-5	3%	-1%
CCCCCCOc1ccc(N2C(=O)CC(NCCc3ccc(S(N)(=O)=O)cc3)C2=O)cc1 (stereo unspecified)	0%	-1%	35%[activator]	2%	2%	1%	13%	4%	16	6%	-2%
CN(CC(=O)Nc1ccccc1Br)C(=O)CCc1ccccc1	-9%	11%	0%	1%	-2%	2%	1%	10%	-9	-2%	-1%
Fc1ccc(-n2c(-c3ccco3)nc3nc4ccccc4nc32)cc1	0%	5%	-2%	-1%	-1%	1%	-25%	-12%	6	23%	-2%
Cc1ccc(-n2nnc3c(SCC(=O)NCc4ccco4)ncnc32)cc1	0%	-5%	1%	-24%	0%	12%	-9%	24%	-1	19%	13µM*
O=C(C1CC(c2ccc(F)cc2)=NO1)N1CCN(c2ccccc2)CC1 (stereo unspecified)	1%	0%	3%	-2%	-2%	-8%	0%	5%	-21	-2%	-1%
Cc1cc(=O)oc2cc(OC(=O)CCCCCN3C(=O)c4ccccc4C3=O)ccc12	18%	11%	u	-9%	0%	-2%	-8%	2%	-7	0%	-4%
SMILES	PKM2 activator	Mito fusion act	Menin MLL FP TR	VP16 counter	NPC1 prom act	Rab9 promoter act	RORgamma inh	ELG1 repair inh	KCNH2 3.1 inh	MBNL1-CUG inh	FLuc modulator
COC(=O)Nc1nnc(Cc2ccccc2)s1	5%	-5%	22%	28%	0%	2%	40%	12%	1	-3%	2%
CCc1nc2ccccc2n1CC(O)COCC1CC=CCC1 (stereo unspecified)	-3%	-6%	-15%	4%	-3%	-2%	-37%	-3%	-5	1%	3%
CCOCCn1ccc2c(OCC(=O)Nc3ccc(OC)c(OC)c3)cccc2c1=O	x	-1%	x	x	-4%	-15%	x	u	-5	x	-1%
CCc1ccc(N2CC(C(=O)N/N=C/c3ccccc3OC)CC2=O)cc1 (stereo unspecified)	-7%	3%	-2%	-6%	0%	9%	3%	7%	5	9%	-14%
Cc1cc(C)c(C#N)c(SCc2ccc3c(c2)OCO3)n1	u	u	-3%	4%	-4%	-3%	36%	17%	-4	3%	2%
CCCCNc1cc(Cl)nc(N)n1	-1%	1%	x	1%	-5%	1%	34%	-17%	0	x	-1%
COC(=O)c1ccn(CSc2c(F)c(F)cc(F)c2F)n1	x	0%	x	x	-1%	0%	x	26%	-3	x	3%
COC(=O)c1cccc(NC(=O)C2CCCN2C(=O)c2cccs2)c1 (stereo unspecified)	x	0%	x	x	-2%	1%	x	23%	7	x	1%
CCCCn1c(N)c(NCCC)c(=O)[nH]c1=O	8%	2%	10%	-14%	-4%	0%	6%	-4%	3	-9%	5%
COC(=O)C1=C(C)N(c2ccc(OC)cc2)C(C)=C(C(=O)OC)C1c1ccc(OC)cc1	0%	-2%	x	0%	-9%	2%	2%	2%	-10	-3%	-2%
Cc1ccc(Cl)cc1NC(=O)C1CCCCC1C(=O)O (stereo unspecified)	-3%	5%	-26%	-15%	-1%	2%	1%	5%	-3	-6%	3%

In the list so far, these contain an aryl methoxy group:
SMILES	PKM2 activator	Mito fusion act	Menin MLL FP TR	VP16 counter	NPC1 prom act	Rab9 promoter act	RORgamma inh	ELG1 repair inh	KCNH2 3.1 inh	MBNL1-CUG inh	FLuc modulator
COc1cc(CN2CCN(c3ccccc3F)CC2)c([N+](=O)[O-])cc1OC	1%	2%	14%	-6%	0%	-1%	-13%	-11%	11	u	5%
COc1ccccc1NC(=O)C(C)NS(=O)(=O)c1ccc(Cl)cc1 (stereo unspecified)	-3%	7%	-8%	2%	-1%	-5%	-3%	-9%	-4	-2%	3%
CCOCCn1ccc2c(OCC(=O)Nc3ccc(OC)c(OC)c3)cccc2c1=O	x	-1%	x	x	-4%	-15%	x	u	-5	x	-1%
CCc1ccc(N2CC(C(=O)N/N=C/c3ccccc3OC)CC2=O)cc1 (stereo unspecified)	-7%	3%	-2%	-6%	0%	9%	3%	7%	5	9%	-14%
COC(=O)C1=C(C)N(c2ccc(OC)cc2)C(C)=C(C(=O)OC)C1c1ccc(OC)cc1	0%	-2%	x	0%	-9%	2%	2%	2%	-10	-3%	-2%

Bioassay records as filed in PubChem BioAssay.

A portion of the library, so the mix of outcomes need not match the whole.
